# APE1 inh – inhibitors of human APE1 endonuclease; 0.35% of 350,000 active; recombinant APE1, TAMRA/BHQ-2 abasic DNA cleavage fluorescence; AID 2517; Potency, µM (series often up to 65.8 µM), without a hit: top-dose activity change, negative = inhibition, actives largely listed as inhibitors;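 further: potency means the concentration at half of the fitted maximal effect; plate controls were vehicle for no effect and reference inhibitor for full effect; nearly all actives have a fitted effect of over 55% in size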
# Target sequence (P27695 whole entry, looked up): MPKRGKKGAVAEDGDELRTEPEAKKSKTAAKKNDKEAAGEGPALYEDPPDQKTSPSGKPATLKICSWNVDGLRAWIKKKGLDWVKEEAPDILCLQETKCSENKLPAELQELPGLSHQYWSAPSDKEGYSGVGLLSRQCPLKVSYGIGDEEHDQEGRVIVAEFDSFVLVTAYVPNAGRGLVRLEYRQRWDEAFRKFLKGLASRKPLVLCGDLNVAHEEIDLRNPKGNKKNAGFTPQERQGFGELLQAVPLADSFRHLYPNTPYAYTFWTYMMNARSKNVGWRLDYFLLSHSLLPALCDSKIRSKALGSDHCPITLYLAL
#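 APE1 at 0.75 nM final was preincubated with compound 15 min at room temperature, then 50 nM double-stranded THF abasic-site substrate (5'-TAMRA/3'-BHQ-2) was added. Fluorescence (ex 525/em 598 nm) was read kinetically; third-minus-first read gave activity.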
# RGS4 inhibitor – human RGS4 inhibition; Transcreener GDP fluorescence polarization, RGS4-accelerated GTP hydrolysis; Potency, µM (doses to about 114 µM), without a hit: at the highest dose activity change, negative = inhibition, usual class: inhibitors; 0.039% of 390,000 active; AID 504845; further: potency means the concentration at half of the fitted maximal effect; on the % scale 0 is the no-effect control and ±100 the full control effect; nearly all actives have a fitted effect of over 75% in size; some results filed as inactive show a strong effect at the top dose
#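 MLSMR compounds (23 nl, pin-transferred) preincubated 10 min at room temperature with a 500nM (2x) first reagent, then RGS4 at 900nM (2x) plus Transcreener GDP mix added; fluorescence polarization (620/688 nm) read before and after 90 min at 30 °C.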
# Pol kappa inh – inhibitors of human DNA polymerase kappa; Q9UBT6; purified Pol kappa, fluorescent DNA synthesis assay, 10 min; Potency, µM (highest dose often 107 µM), inactives show at the highest dose activity, negative = inhibition, hits mostly inhibitors; 0.53% of 400,000 active; AID 588579; further: potency means the concentration at half of the fitted maximal effect; on the % scale 0 is the no-effect control and ±100 the full control effect
#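 10 nM Pol kappa was preincubated with compounds for 15 min at room temperature. Reaction started with 50 nM (final) substrate. Fluorescence read kinetically at 0 and 10 min.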
# 12-LOX inh – blocks human arachidonate 12S-lipoxygenase | Potency, µM (top dose mostly 108 µM), for the others: top-dose activity change, negative = inhibition, usual class: inhibitors | P18054 | AID 1671190 | 1.1% of 580,000 active | purified 12hLO, xylenol orange hydroperoxide absorbance; further: potency means the concentration at half of the fitted maximal effect; on the % scale 0 is the no-effect control and ±100 the full control effect
#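 Purified human 12hLO (150 nM final) in 25 mM Hepes, 0.01% Triton X-100, pH 7.0 was preincubated 15 min at room temperature with compound. Then 40 uM arachidonic acid was added, 30 min. Hydroperoxide was read by Fe-XO absorbance ratio 573/405 nm.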
# Anesthetic bind – candidate novel general anesthetic via apoferritin binding | apoferritin/1-aminoanthracene competitive binding, fluorescence | 0.074% of 350,000 active | Potency, µM (doses to about 77.5 µM), inactives show top-dose activity change, negative = displacement, usual class: inhibitors | P02791; further: potency means the concentration at half of the fitted maximal effect; on the % scale 0 is the no-effect control and ±100 the full control effect; nearly all actives have a fitted effect of over 20% in size
#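 Apoferritin-based anesthetic binding model; compound displacement of fluorescent 1-AMA measured as endpoint fluorescence after 10 minutes at room temperature, scaled to free-ligand and complex controls.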
# POLH inh – DNA polymerase eta (human) inhibition; Q9Y253; recombinant Pol eta, fluorescent DNA replication assay; Potency, µM (highest dose often 114 µM), for inactives: at the highest dose activity change, negative = inhibition, hits mostly inhibitors; 1.2% of 390,000 active; further: potency means the concentration at half of the fitted maximal effect; on the % scale 0 is the no-effect control and ±100 the full control effect
# Target sequence (Q9Y253 whole entry, looked up): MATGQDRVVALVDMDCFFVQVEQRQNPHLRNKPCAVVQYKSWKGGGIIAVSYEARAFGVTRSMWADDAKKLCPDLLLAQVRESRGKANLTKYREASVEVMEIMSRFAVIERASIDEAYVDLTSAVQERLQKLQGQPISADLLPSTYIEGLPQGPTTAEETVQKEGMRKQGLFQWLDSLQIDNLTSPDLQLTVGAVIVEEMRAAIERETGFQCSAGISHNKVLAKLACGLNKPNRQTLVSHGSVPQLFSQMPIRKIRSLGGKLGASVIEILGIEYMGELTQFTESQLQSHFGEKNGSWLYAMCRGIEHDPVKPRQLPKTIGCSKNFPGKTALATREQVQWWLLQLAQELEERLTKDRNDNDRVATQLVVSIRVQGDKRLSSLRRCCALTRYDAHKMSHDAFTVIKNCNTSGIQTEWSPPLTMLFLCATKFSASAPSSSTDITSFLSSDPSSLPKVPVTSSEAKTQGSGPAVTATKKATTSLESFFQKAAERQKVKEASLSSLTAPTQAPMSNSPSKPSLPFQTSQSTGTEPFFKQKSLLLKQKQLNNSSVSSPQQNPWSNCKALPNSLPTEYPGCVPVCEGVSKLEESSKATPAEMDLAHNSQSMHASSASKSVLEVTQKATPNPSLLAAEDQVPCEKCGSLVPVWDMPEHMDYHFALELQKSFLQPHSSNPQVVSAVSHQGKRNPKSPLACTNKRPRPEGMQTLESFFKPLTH
#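 Fluorescent replication assay: 50 nM final substrate added after a 15 min room-temperature compound preincubation with 10 nM enzyme. Signal taken at 0 min and again at 10 min.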
# ERG Ets-DNA blk – blocks human ERG Ets domain binding to DNA. 0.028% of 370,000 active. Potency, µM (doses to about 76.9 µM), for the others: top-dose FP activity, negative = inhibition, actives largely listed as inhibitors. AID 624246. fluorescence polarization, His-ERG Ets domain / labelled DNA; active means well fitted inhibition curve with a large enough effect in the polarisation, with a control signal flat; inconclusive means small, poorly fitted or top-dose-only effect, or effect the other way, or a change in a side signal; inactive means no such curve, though single readings can be large or run the other way; the % refers to the polarisation;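 further: polarization taken with two DNA probes labelled with fluorescein and Texas red; potency means the concentration at half of the fitted maximal effect; % of control where 0% means no effect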
#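 His-tagged ERG Ets domain (1 uM in the protein solution; 300mM KCl, 50mM Tris-HCl, 1mM EDTA, 1mM DTT, pH 7.5) received compound, then a probe mix of 5 nM fluorescein-DNA and 100nM Texas-615-DNA. Fluorescence polarization was read for both dyes.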
# POLB inh – DNA polymerase beta (human) inhibition; P06746; 1.3% of 340,000 active; Pol beta primer extension/strand displacement, fluorescence kinetic; Potency, µM (titrated, usually from 114 µM), for the others: at the top dose activity change, negative = inhibition, usual class: inhibitors; further: potency means the concentration at half of the fitted maximal effect; on the % scale 0 is the no-effect control and ±100 the full control effect
#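 Values derive from four-parameter Hill fits of normalized kinetic data: reads at 0 and 10 min following addition of 50 nM substrate to 10 nM Pol beta preincubated 15 min with compound.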
# LDHA inh – LDHA (human) enzyme inhibition. activity change, % (values are at about 110 or 230 µM). 0.15% of 480,000 active. purified LDHA, NADH/diaphorase-resazurin fluorescence; hits give low values. P00338; in the data active means activity change below about -30%; inconclusive means mostly about -25% to -30%;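 further: plate controls were DMSO wells for no effect and wells without enzyme for full effect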
#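 Human LDH5 (2 nM) was incubated with 0.06 mM NADH and 0.2 mM pyruvate for 5 min at room temperature in Tris pH 7.4. Remaining NADH was coupled through diaphorase/resazurin, and resorufin fluorescence was read at 0 and 20 min.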
# * hit, by the source's call; ? = inconclusive; nt = not tested or not shown; & = joins results of further samples; [ ] = remark or other dose. Unless noted, the call rests on the fitted dose curve; in most records, active means well fitted curve in the direction sought with a large enough effect; inconclusive means small, poorly fitted or top-dose-only effect, or another doubt; inactive means no such curve, though single readings can be large; an effect the other way counts as inactive or inconclusive. Some of the compounds tested. The share of hits here may be higher or lower than overall.
SMILES,APE1 inh,RGS4 inhibitor,Pol kappa inh,12-LOX inh,Anesthetic bind,POLH inh,ERG Ets-DNA blk,POLB inh,LDHA inh
CCC1Oc2ccc(C)cc2N(CC(=O)N2CCCC2)C1=O (centres undefined),-2%,8%,-4%,1%,0%,-7%,16%,9%,-3
CCN(CC)CCN1C(=O)C(=O)/C(=C(/O)c2c(C)[nH]c(C(=O)OC)c2C)C1c1ccc(OC)cc1 (centres undefined),3%,3%,-3%,?,-12%,2%,-11%,-1%,0
CCOc1cc(C2Sc3ccccc3NC3=C2C(=O)c2ccccc23)ccc1O (centres undefined),nt,3%,-23%,?,-1%,-25%,2%,3%,0&-2
Cc1cc(C(=O)NCCc2ccc(Cl)cc2)c2c(C)nn(-c3ccccc3)c2n1,nt,-7%,-2%,-14%,4%,6%,-13%,0%,-6
Clc1ccc(CNc2nc3ccccc3c3nc(-c4cccnc4)nn23)cc1,nt,15%,3%,-8%,-17%,-5%,1%,28%,-9
CCOC(=O)C1CCN(C(=O)c2ccc(OCC(=O)Nc3cccc(C(F)(F)F)c3)c(OC)c2)CC1,1%,4%,-13%,8%,nt,-3%,0%,nt,-13
CCC(=O)N/N=C/c1ccc(OS(=O)(=O)c2ccccc2)cc1,3%,0%,5%,-16%,1%,-13%,-5%,0%,-3
O=C(C1=C[C@@H](c2coc3ccccc3c2=O)C[C@@H](OCc2ccc(CO)cc2)O1)N1CCN(Cc2ccccc2)CC1,-4%,-1%,-7%,nt,?,-14%,10%,-20%,0
Cc1nn(C(C)C(=O)N2CCCC2)c(=O)c2nn(-c3ccccc3)c(C)c12 (centres undefined),-5%,5%,0%,7%,-3%,9%,23%,40%,-11
COc1ccc(CN(CC2CCC(C(=O)O)CC2)C(=S)Nc2cc(C)cc(C)c2)cc1 (centres undefined),17%,11%,-5%,?,0%,-8%,10%,3%,-5
Cc1ccccc1C(=O)NCC(=O)OC(C)C(=O)NCc1ccco1 (centres undefined),10%,3%,-22%,-9%,nt,10%,17%,nt,-1
CCOc1ccc(S(=O)(=O)N2CCCCC2)cc1NC(=O)c1ccccc1,nt,-13%,6%,0%,nt,-22%,5%,nt,0
O=C(N/N=C1\C2CN3CCN(C2)CC1(c1ccccc1)C3)c1ccc(F)cc1,1%,21%,5%,-6%,0%,-16%,4%,0%,-7
CC(=O)Nc1nc(C)c(Oc2ccc(C)cc2)c(=O)[nH]1,-2%,18%,-15%,0%,0%,-14%,-4%,8%,-6
COc1cc(C2C3=C(COC3=O)Oc3cc4c(cc32)OCO4)cc(OC)c1OC(C)=O (centres undefined),nt,-1%,-2%,?,nt,-17%,-2%,nt,4
CCOC(=O)c1cnn(-c2ccc(Cl)cc2)c1C1CCN(C(=O)OC(C)(C)C)CC1,0%,2%,-9%,0%,-14%,-11%,5%,17%,-9
O=c1c2ccccc2nc(SCc2ccccc2)n1Cc1ccco1,-5%,-17%,-3%,24%,-6%,-12%,10%,-24%,-1
Nc1c(-c2ccc(Cl)cc2)cnn1-c1cccc([N+](=O)[O-])c1,?,-1%,-5%,-23%,-22%,-19%,-9%,12%,2
COc1cc(C(=S)N2CCOCC2)cc(OC)c1OC(=O)c1ccccc1[N+](=O)[O-],14%,18%,-11%,0%,2%,-22%,6%,11%,0
Cc1cccc(C)c1NC(=S)NC1CCCCC1,-4%,2%,-8%,?,-14%,-26%,2%,18%[57.1 µM],-3
Cn1c(C(=O)O)cnc1Sc1ncc(C(F)(F)F)cc1Cl,13%,4%,-11%,-15%,1%,3%,6%,-8%,-8
COC(=O)[C@H](CCSC)NC(=O)Nc1ccc(C)c(C)c1,14%,-5%,-13%,3%,-13%,1%,2%,22%,-4
CC(C)[C@H](NC(=O)[C@@H]1CSCN1C(=O)OC(C)(C)C)C(=O)NCC1CCC(C(=O)O)CC1 (some centres undefined),3%&-4%,-8%,-9%,0%,2%&-2%,-9%,3%,2%&0%,2
CC1=C(C(=O)Nc2ccccc2C)C(c2ccc(C)o2)n2c(s/c(=C/c3ccccc3)c2=O)=N1 (centres undefined),3%,-19%,9%,0%,?,-16%,-2%,8%,1
Nc1cc(N)nc(SCCN2CCCCC2)n1,-1%,17%,-17%,?,-8%,12%,-5%,-1%,-6

# The final 4 entries of the part above lead into the next.
SMILES,APE1 inh,RGS4 inhibitor,Pol kappa inh,12-LOX inh,Anesthetic bind,POLH inh,ERG Ets-DNA blk,POLB inh,LDHA inh
COC(=O)[C@H](CCSC)NC(=O)Nc1ccc(C)c(C)c1,14%,-5%,-13%,3%,-13%,1%,2%,22%,-4
CC(C)[C@H](NC(=O)[C@@H]1CSCN1C(=O)OC(C)(C)C)C(=O)NCC1CCC(C(=O)O)CC1 (some centres undefined),3%&-4%,-8%,-9%,0%,2%&-2%,-9%,3%,2%&0%,2
CC1=C(C(=O)Nc2ccccc2C)C(c2ccc(C)o2)n2c(s/c(=C/c3ccccc3)c2=O)=N1 (centres undefined),3%,-19%,9%,0%,?,-16%,-2%,8%,1
Nc1cc(N)nc(SCCN2CCCCC2)n1,-1%,17%,-17%,?,-8%,12%,-5%,-1%,-6
CC(=O)Nc1ccc(Nc2nc(C)c([N+](=O)[O-])c(Nc3ccc(NC(C)=O)cc3)n2)cc1,-5%,-7%,-4%,?,-4%,2%,8%,9%,-4
Cc1ccc(C)c(N=Cc2c(O)c3ccccc3oc2=O)c1,-6%,-9%,-10%,nt,-7%,5%,6%,1%,-7
CC(=O)c1cccc(S(=O)(=O)N(CCCO)Cc2cc3ccc(C)cc3[nH]c2=O)c1,-8%,-21%,14%,-17%,-14%,-7%,2%,47%,-2
N#CN1CCC(NS(=O)(=O)c2ccc(C(F)(F)F)cc2)C1 (centres undefined),-22%,18%,-20%,-4%,nt,-13%,nt,nt,1&-7
COc1cc(C2c3c(-c4c(C)cc(C)cc4O)n[nH]c3C(=O)N2CCCOC(C)C)cc(OC)c1OC (centres undefined),nt,5%,-5%,-2%,-14%,nt,7%,7%,-7
CC(c1cccs1)N(Cc1ccco1)C(=S)Nc1ccc(F)c(Cl)c1 (centres undefined),4%,29%,2%,-9%,-2%,-11%,10%,0%,-2
Cc1cc(NC(=O)COC(=O)COc2cccc3c2OC(C)(C)C3)no1,?,-13%,-3%,2%,?,-15%,-2%,2%,-5
O=C(CN1CCN(C(=O)c2ccccc2)CC1)Nc1cccc(S(=O)(=O)N2CCCC2)c1,-11%,-14%,-10%,-22%,nt,2%,12%,nt,-3
Cc1nc(N/N=C/c2ccccc2)nc(N(C)c2ccccc2)c1[N+](=O)[O-],11%,-6%,4%,-8%,-23%,8%,5%,21%,-7
Cc1onc(-c2c(F)cccc2Cl)c1C(=O)NCc1ccccc1,36%,10%,-16%,21%,-3%,-4%,-2%,8%,-5
Cc1ccc(/C=N/NC(=O)c2ccccn2)o1,14%,-2%,-21%,9%,-5%,-12%,1%,35%,-2
COC(=O)c1ccccc1NC(=O)C12CC3CC(C1)CC(n1cnc(Cl)n1)(C3)C2,3%,-2%,-8%,-9%,1%,2%,6%,17%,-3
Cc1nnn(C23CC4CC(CC(CC(=O)Nc5ccc(C)c(Cl)c5)(C4)C2)C3)n1,?,-28%,5%,-17%,?,-21%,7%,-5%,5
Cc1ccccc1N(C(=O)Cn1nnc2ccccc21)C(C(=O)NCc1ccco1)c1ccncc1 (centres undefined),0%,29%,-5%,-17%,-22%,-11%,-4%,26%,-10
O=C1CCC/C(=N/NC(=O)c2ccc(CN3c4cccc5cccc(c45)S3(=O)=O)cc2)C1,-5%,15%,-7%,24%,-2%,?,2%,?,-1
Cc1c2cnn(-c3ccccc3)c(=O)c2c(C)n1CCCC(=O)N1CCN(C2CCCCC2)CC1,6%,-7%,7%,-19%,-6%,-15%,13%,14%,1
O=C(NCC1CCCO1)c1ccccc1-c1nc(-c2ccc(Cl)cc2)no1 (centres undefined),3%,-19%,-2%,-15%&23%,-19%,2%,nt,1%,-5&0
Clc1ccc(-c2nsc(N3CCOCC3)n2)c(Cl)c1,45%[12.4 µM],1%,4%,2%,3%,-7%,16%,-4%,-4
CCC1(C(=O)c2ccccc2)C(c2ccc([N+](=O)[O-])cc2)C1(C(=O)OC)C(=O)OC (centres undefined),-3%,32%,-7%,7%,-15%,-11%,-4%,?,-6
Cc1ccc(C(=O)O)cc1NC(=O)C1CCCN1S(=O)(=O)c1cccc2nsnc12 (centres undefined),-1%,23%,-8%,?,5%,-7%,6%,39%,-13
CSc1nc(Sc2ccc(Cl)cc2)c2ccccc2n1,0%,-18%,-4%,429%[activator],-10%,5%,2%,38%,-5
COc1ccc(C(O)P(=O)(OC(C)C)c2ccc(N(C)C)cc2)c(OC)c1 (centres undefined),7%,13%,-4%,0%,1%,0%,7%,9%,-5
CC(C)(C)OC(=O)C[C@H]1C/C=C\C[C@H](CC(=O)NCCO)C(=O)NC[C@@H](c2ccccc2)OC1=O,9%,3%,3%,8%,nt,-7%,20%,nt,-3
Cc1ccc(C)c(S(=O)(=O)N/N=C/c2ccc(N3CCOCC3)cc2)c1,0%,19%,-3%,0%,3%,-4%,12%,1%,0
COc1ccc(C/C(N)=N/OC(=O)c2ccco2)cc1OC,-4%,?,-6%,-7%,-2%,11%,22%,12%,3
CCOC(=O)c1c(C)oc2c1c(C=NCCO)c(O)c1ccccc12,-1%,16%,-21%,-4%,?,-5%,11%,?,21

# Source: PubChem (National Center for Advancing Translational Sciences (NCATS))
